RTF Ca sens act: cardiac RTF calcium sensitivity activators, primary screen, biochemical, IANBD-TnC fluorescence, EC20 calcium; IANBD-labeled TnC RTF fluorescence at EC20 calcium; 0% EC20 calcium, 100% full calcium; activation, % at 7.2 µM; hit rate 0.24% among 340,000; AID 493008, 2010;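 active = activation above the mean over all tested compounds plus 3 SD, cut at about 30% in these data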;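 note: rise in fluorescence read as greater calcium sensitivity of cardiac thin filaments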
NSD2 inh: NSD2 histone methyltransferase inhibitors, primary screen, biochemical, AlphaScreen, single concentration, set 2. inhibition, % at 12.5 µM. NSD2 peptide methylation, 120 min. hit rate 0.54% among 310,000; in the data active = inhibition above about 50%
Rtt109 Vps75: inhibitors of C. albicans Rtt109/Vps75 HAT, primary screen, biochemical, ThioGlo CoA-SH fluorescence, plate reader; Histone acetyltransferase RTT109 (Candida albicans (strain SC5314 / ATCC MYA-2876)), …; purified Rtt109/Vps75, 4 h; inhibition, % at 34.9 µM; hit rate 0.16% among 330,000; AID 540336, 2011;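 active = inhibition of at least 50% in every replicate; inconclusive = best replicate reaches 50% inhibition but some replicates fall short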
Target sequence (Q5AAJ8 whole entry, looked up): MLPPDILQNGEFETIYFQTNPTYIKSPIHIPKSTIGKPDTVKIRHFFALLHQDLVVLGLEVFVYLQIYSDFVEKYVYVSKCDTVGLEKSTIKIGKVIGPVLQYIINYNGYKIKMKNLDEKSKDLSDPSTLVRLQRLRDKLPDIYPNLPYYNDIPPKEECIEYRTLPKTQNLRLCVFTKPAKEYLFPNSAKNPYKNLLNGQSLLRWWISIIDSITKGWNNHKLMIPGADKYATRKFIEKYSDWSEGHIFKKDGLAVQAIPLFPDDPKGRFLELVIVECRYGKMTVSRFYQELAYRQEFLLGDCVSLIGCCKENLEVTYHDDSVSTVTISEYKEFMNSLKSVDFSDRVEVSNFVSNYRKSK
Cardiac RTF inh: cardiac RTF calcium sensitivity inhibitors, primary screen, biochemical, IANBD-TnC fluorescence, EC70 calcium; AID 493244, 2011; IANBD-labeled cardiac RTF, Ca2+ fluorescence; hit rate 0.12% among 340,000; Troponin I, cardiac muscle (Homo sapiens) + Troponin T, cardiac muscle (Homo sapiens) + …; inhibition, % at 7.15 µM;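 active = inhibition above the mean inhibition of all tested compounds plus 3 SD, cut at about 17% in these data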;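 note: assay run at fixed EC70 calcium of 1.6 mM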
Keap1 Nrf2 FP: Keap1-Nrf2 protein-protein interaction inhibitors, primary screen, biochemical, fluorescence polarization, single point. Kelch-like ECH-associated protein 1 (Homo sapiens), Q14145. Keap1 Kelch-Nrf2 peptide fluorescence polarization, 1536-well. inhibition, % at 9.4 µM. hit rate 0.15% among 340,000; in the data active = inhibition above about 12%; inconclusive = no clear call, values can overlap the other calls; inactive = below about 7.3%;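 note: human Keap1 Kelch domain with fluorescein labeled Nrf2 9mer peptide probe; 0% = neutral control wells and 100% = peptide positive control; higher means more block of Keap1 binding to Nrf2 peptide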
C-LANA FP: inhibitors of KSHV C-LANA binding to DNA, primary screen, biochemical, fluorescence polarization, FAM-LBS DNA, MBP-C-LANA, single point; Kaposi's sarcoma herpesvirus LANA C-terminal domain (residues 932-1162) DNA binding; inhibition, % at 9 µM; hit rate 0.078% among 340,000;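 active = highest replicate inhibition at or above 60% at 9 µM, even if other replicates fall short; inactive = all replicates below 60% inhibition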;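 note: 0% = neutral control wells and 100% = 4 µM acridine orange control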
PfHsp90 yeast 2: growth inhibition of PfHsp90-expressing yeast, primary screen, antimalarial PfHsp90 inhibitor project, S. cerevisiae, BacTiter-Glo luminescence, single point, set 2 | BacTiter-Glo ATP, 48 h; yeast lacking PDR1 and PDR3 efflux regulators | inhibition, % at 9.4 µM | hit rate 0.32% among 310,000 | AID 504621, 2011;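 active = every replicate shows inhibition above about 80%, whatever the replicate mean, limit read from the data; inconclusive = mean inhibition reaches the set limit but some replicate falls short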;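 note: 0% = DMSO neutral controls and 100% = 20 µM radicicol positive controls; yeast relying on Plasmodium falciparum Hsp90 in place of its own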
dFosB act: activators of delta FosB homodimer, primary screen, biochemical, fluorescence polarization, TAMRA-CDK5 oligo, single point; purified delta FosB; percent of positive-control signal above neutral wells; activation, % at 25 µM; Protein FosB (Mus musculus), P13346; AID 493131, 2011; hit rate 0.99% among 340,000;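 active = mean activation above about 17%, with every replicate also reaching it, limit read from the data, passing the limit was not always enough; inconclusive = only one of the two conditions met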;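 note: fluorescence polarization rise as delta FosB binds a TAMRA Cdk5 AP-1 oligo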
Target sequence (P13346 whole entry, looked up): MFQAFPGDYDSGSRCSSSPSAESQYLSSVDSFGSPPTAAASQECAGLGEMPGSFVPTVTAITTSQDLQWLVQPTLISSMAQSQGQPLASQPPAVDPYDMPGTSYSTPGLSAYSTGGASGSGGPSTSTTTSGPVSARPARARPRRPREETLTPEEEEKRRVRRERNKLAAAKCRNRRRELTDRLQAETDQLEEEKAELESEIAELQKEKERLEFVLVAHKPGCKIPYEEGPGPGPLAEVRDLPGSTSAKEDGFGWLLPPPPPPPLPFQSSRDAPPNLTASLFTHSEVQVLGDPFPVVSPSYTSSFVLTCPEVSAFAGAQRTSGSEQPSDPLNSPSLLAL
PvdQ inh: P. aeruginosa PvdQ acylase inhibitors, primary screen, biochemical, fluorescence, plate reader and imaging, single point. inhibition, % at 10 µM. purified PvdQ acylase. PvdQ acylase [Pseudomonas aeruginosa LESB58]. hit rate 0.063% among 340,000. AID 488965, 2010; in the data active = inhibition above about 30%, passing the limit was not always enough; inconclusive = no clear call, values can overlap the other calls;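 note: 0% = vehicle neutral wells and 100% = reference inhibitor wells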
CDK5 p35 inh: inhibitors of human CDK5/p35 kinase, primary screen, biochemical, single concentration | Recombinant CDK5/p35, ADP-Glo luminescence, 60 min | inhibition, % at 10 µM | hit rate 0.01% among 330,000 | AID 488839, 2010;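 active = highest replicate inhibition of at least 50% and at least 75% of replicates reaching 50%; inconclusive = only one of the two criteria met; inactive = both criteria failed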;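 note: plate controls were DMSO neutral control for no effect and GW8510 at 10 µM for full effect; many of its hits are not listed in these tables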
SUMO Mot1 rescue: yeast Mot1-301 growth rescue at high temperature, primary screen, SUMOylation pathway inhibitor project, S. cerevisiae, ATP luminescence, 38.5C. S. cerevisiae Mot1-301 growth rescue; percent above DMSO median, 100 means doubled. growth rescue, % at 18.8 µM. hit rate 1% among 320,000. AID 2716, 2010;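 active = every valid replicate shows activation above 250% relative to neutral control wells; inactive = the rest, any valid replicate at or below 250%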;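 note: OY570 slx delta 5 strain wells were the positive control but not used for scaling; some compounds called inactive have numbers as strong as hits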
* marks the source's active call; other numbers are inactive results; i = inactive; ? = inconclusive; nt = no result given; & = joins results of further samples.

SMILES	RTF Ca sens act	NSD2 inh	Rtt109 Vps75	Cardiac RTF inh	Keap1 Nrf2 FP	C-LANA FP	PfHsp90 yeast 2	dFosB act	PvdQ inh	CDK5 p35 inh	SUMO Mot1 rescue
CC(=NCc1ccco1)c1c(C)[nH]n(-c2nc3ccccc3s2)c1=O	1	2	-10	-8	2	-1.1	24	-4	-15	1.9	353*
O=C(COc1ccc2c(-c3ccccc3)cc(=O)oc2c1)Nc1ccc(CCO)cc1	2	-2	3	-12	2	-1.5	-9	6	-8	-0.8	1
O=c1[nH]c(COc2ccc(Cl)cc2Br)nc2ccccc12	-4	-1	-5	1	4	1.2	-13	-7	-6	0.7	-24
COc1cc2c(cc1OC)C(C)N(C(=O)CCc1c[nH]c3ccccc13)CC2 (stereo not given)	-1	1	7	-4	-3	0.4	23	-12	-9	-0.8	3
Cc1ccc(SCC(=O)Nc2ccc(N3CCN(C)CC3)c(F)c2)c(C)c1	4	1	0	8	0	-0.1	10	-5	-10	0.9	341
COc1cc(C2C(C#N)=C(N)OC3=C2C(=O)CC(C)(C)C3)cc([N+](=O)[O-])c1O (stereo not given)	-4	3	nt	-5	-2	0.2	-35	-11	10	0.3	96
C/C(=N/OCC(=O)Nc1ccccc1)c1cccs1	-5	nt	-6	0	-3	0.3	23	-6	-3	-0.4	14
CCCCC1=CC2=CC(=O)C(C)(OC(=O)CC)C(=O)C2=CN1CCCOC(C)C (stereo not given)	-4	nt	4	-25	2	3.9	nt	-6	-7	2.5	499*
CCc1cccc(NC(=O)COc2ccccc2)c1	4	-8	-2	-14	-3	-0.6	-7	0	-4	-1.3	-6
Cc1ccccc1C(=O)NC1CCN(CC(=O)Nc2ccc3c(c2)OCCO3)CC1	0	2	-7	9	-2	0.2	-23	5	-13	1.1	nt
COc1cccc(C(=O)CSc2nnnn2C2CCCCC2)c1	-5	nt	8	-11	-1	-0.4	-25	-2	-7	1.0	-24
CCOC(=O)[C@H]1[C@H]2COc3ccc(Cl)cc3[C@@H]2N2C(=O)CN(Cc3ccco3)C(=O)[C@@]12C	3	nt	6	2	-9	-1.1	-10	-2	5	0.8	-2
c1sc2[n+](c1C13CC4CC(CC(C4)C1)C3)CCS2	9	2	0	0	-2	-1.2	4	-3	10	0.3	-22
Cc1ccc2cc(NC(=O)c3ccccc3C)ccc2n1	7	-1	-10	-7	0	0.2	21	-9	-10	0.0	60
CCOC(=O)C1=C(C)NC(SCC(=O)OC)=C(C#N)C1c1ccc(C(=O)OC)cc1 (stereo not given)	2&6	-3	2&11	-7&-9	-1&-3	0.2&-0.1	11&-25	-15&1	-19&-16	2.4&0.8	-17
COc1ccccc1C(=O)N1C(CC(=O)Nc2ccccc2C)C(=O)NC2CCCCC21 (stereo not given)	3	1	-1	-11	-6	1.2	-5	-11	-12	-0.5	6
CCOC(=O)/C(C#N)=c1/s/c(=C2\C=Cc3ccccc3N2CC)c(=O)n1CC	-4	2	3	0	-4	-0.1	26	4	2	0.6	-20
Cc1ccc(NC(=O)CN(C)S(=O)(=O)c2cccs2)cc1F	0	nt	0	7	-6	-0.7	11	-5	5	1.2	-6
CCOC(=O)C1=CC[C@@H](c2cccc(C)c2)N(S(=O)(=O)c2ccc(C)cc2)[C@H]1C(=O)OCC	1	nt	-11	-2	-3	-0.5	13	-5	-10	0.1	-4
O=C(NCCc1ccccn1)/C(=C/c1ccco1)NC(=O)c1ccccc1	-2	9	7	6	4	-0.7	6	1	5	-0.4	-17
CCN(Cc1ccccc1)C(=O)c1cccc(S(=O)(=O)N2CCN(Cc3ccccc3)CC2)c1	5	1	1	1	-1	21	-42	-6	-2	-0.5	2
Cc1ccc(S(=O)(=O)N(C)C)cc1NC(=O)CN1CCN(Cc2ccccc2)CC1	1	-2	-7	-9	nt	nt	nt	-1	-6	-0.5	21
CCCOc1ccccc1C(=O)N(Cc1ccco1)C1CCS(=O)(=O)C1 (stereo not given)	-2	2	-6	-12	-3	-0.3	1	-3	-9	-0.2	-4
O=C(Nc1ccccc1)N1CCCN(Cc2c(F)cccc2Cl)CC1	4	-1	nt	7	-7	-1.3	4	3	8	1.2	-10
Cc1ccc(-n2nnnc2SC(C)C(N)=O)c(C)c1 (stereo not given)	1	0	-4	-15	-2	-0.5	nt	3	-6	-1.1	-5

(more compounds)
SMILES	RTF Ca sens act	NSD2 inh	Rtt109 Vps75	Cardiac RTF inh	Keap1 Nrf2 FP	C-LANA FP	PfHsp90 yeast 2	dFosB act	PvdQ inh	CDK5 p35 inh	SUMO Mot1 rescue
Cc1ccc(S(=O)(=O)N(C)c2ccc(OCc3cccc(C)c3)cc2)cc1	-4	0	-3	-4	-2	1.5	-45	-13	-5	-1.0	i
CC(C)Cn1c(SCC(=O)N2CCc3ccccc3C2)nc2cc(Cl)ccc2c1=O	-5	-3	1	11	-1	-1.0	14	-7	5	0.3	1
Cc1ccc(SC[C@H](c2ccccc2)N2CCN(CCc3ccccc3)CCC2=O)cc1	-15	nt	0	-17	-2	0.6	8	-3	-5	0.5	-23
CN1CCC(=C(c2ccc(Cl)cc2)c2ccccn2)CC1	2	10	10	-16	2	0.4	3	3	-6	1.6	-9
Cn1c2ccccc2c(=O)c2c(=O)n(-c3ccccc3)c(C3CCCCC3)nc21	0	-1	3	-6	-1	-3.4	-2	3	3	-0.7	-20
COc1cc2cc(C(c3nnnn3C(C)(C)C)N3CCC(C)CC3)c(=O)[nH]c2cc1OC (stereo not given)	0	0	nt	-5	-1	0.5	nt	-7	-6	-1.4	-15
C/C(=N\NC(=O)c1ccccc1)c1cccc(Br)c1	5	-3	1	-3	-6	0.0	-15	0	-16	-4.1	7
O=C(Nc1cc(C(F)(F)F)ccc1N1CCOCC1)c1ccco1	-1	nt	nt	-4	-2	-1.4	-17	0	2	2.2	27
Nc1c(C(=O)NCC2CCCO2)sc2nc3c(c(-c4ccco4)c12)CC/C3=C\c1ccco1 (stereo not given)	11	12	-2	25*	-4	1.5	-29	-7	-7	-0.9	nt
CCOCCCn1c(=S)[nH]c2cc(C(=O)NC3CCCC(C)C3C)ccc2c1=O (stereo not given)	5	1	-2	-13	2	1.3	1	-5	-16	0.4	2
Nc1nc(N)c2sc3nc4c(cc3c2n1)CCC4	-5	1	9	-3	2	-2.4	nt	-10	-7	0.5	417
COc1cc(C2=NOC(C(=O)Nc3ccc(C(C)=O)cc3)C2)cc(OC)c1OC (stereo not given)	-1	-1	1	6	-5	-2.5	-15	6	9	5.2	5
Fc1ccc(C(c2nnnn2C2CCCC2)N2CCc3ccccc32)cc1 (stereo not given)	6	0	-3	-1	-1	1.6	nt	-6	14	0.3	37
COc1cccc(CN(C)C(=O)c2ccccc2SCC(=O)N2CCCC2)c1	5	1	-8	-10	-4	0.7	nt	1	-18	0.5	16
COc1ccc(-n2c(Cn3nc(C(F)(F)F)cc3C)n[nH]c2=S)cc1	3	-1	6	8	-2	3.4	5	4	-4	-1.6	6
CC(C)=C1C2CCC1C1C(=O)N(c3nccs3)C(=O)C21 (stereo not given)	2	-4	-7	-12	2	5.1	-4	-6	-5	-0.4	-3
CC(C)OC(=O)CSc1nnc(-c2cnccn2)n1-c1ccccc1	6	-3	0	-2	2	0.9	-11	-3	-14	0.3	-7
CC(Oc1cccnc1[N+](=O)[O-])C(=O)Nc1ccc(F)cc1 (stereo not given)	5	0	4	-5	-4	3.1	-9	-8	-6	1.0	-8
CN(C)CCCOC(=O)Cc1ccc(Cl)cc1	0	1	1	-11	0	0.8	0	3	-18	-0.8	-3
O=C(Nc1ccc(Cl)cc1)Nc1ccc(Oc2cccnc2)nc1	-3	-1	4	-3	4	0.5	4	-8	-1	-0.3	-6
O=C(Nc1cccc(C(=O)O)c1)/C(=C\c1ccc2c(c1)OCO2)NC(=O)c1ccco1	-1	-4	-9	2	1	-0.7	-6	-1	-3	-0.1	18
C=CCn1c(SCC(=O)c2ccc(OC)cc2)nnc1-c1ccc2c(c1)OCO2	0	4	nt	-5	-2	-0.1	-14	-10	-13	0.4	i
COc1ccc(S(=O)(=O)N2CCN(C(=O)c3cc(C)on3)CC2)cc1	0	-3	6	-8	-6	-1.3	15	-1	-18	-12	1
CC1CC(C)CN(S(=O)(=O)c2ccc3c(c2)CC(C)N3C(=O)C2CCC2)C1 (stereo not given)	-1	-4	?	3	-1	-0.6	6	4	-2	1.3	-1
N=c1n(Cc2ccccc2)c2ccccc2n1Cc1ccccc1	2	8	13	-15	-3	-0.2	-5	-1	11	-0.4	-15

Later entries.
SMILES	RTF Ca sens act	NSD2 inh	Rtt109 Vps75	Cardiac RTF inh	Keap1 Nrf2 FP	C-LANA FP	PfHsp90 yeast 2	dFosB act	PvdQ inh	CDK5 p35 inh	SUMO Mot1 rescue
COc1ccccc1N(CC(=O)NC1CCCC1)C(=O)CNC(=O)c1cccs1	-3	-4	-5	-7	-3	0.0	-25	-4	-22	0.3	96
O=C(NNc1ccccc1[N+](=O)[O-])Nc1ccc(F)cc1F	-5	-1	-7	-16	-3	-0.8	-20	2	-2	0.7	111
CCn1c(SCC(=O)OC)nc2sc3c(c2c1=O)CC(C)(C)OC3	11	nt	8	-17	-4	-0.5	-29	-4	3	-1.4	60
CCn1cc([N+](=O)[O-])c(C(=O)Nc2nc(-c3ccc(C)c(C)c3)c(C)s2)n1	0	1	-24	-1	-2	-1.4	-4	12	0	0.2	6
Cc1ccc2oc(=O)c3cnn(CC(=O)Nc4ccccc4N4CCN(C)CC4)c3c2c1	-3	nt	-6	2	-2	0.1	41	-8	-2	0.6	12
Cc1cccc(NC(=O)c2cc(S(=O)(=O)N3CCC4(CC3)OCCO4)ccc2F)c1	-11	nt	9	2	-2	-1.3	2	-12	5	2.2	-6
Cc1cccc(C)c1NC(=O)CN(C)C(C)C(=O)Nc1ccccc1-c1ccccc1 (stereo not given)	2	-1	5	-10	1	2.3	0	-9	12	0.5	44
Cn1cc(C(=O)N/N=C/c2ccc3c(c2)OCO3)c2ccccc21	3	5	1	-5	-4	-0.7	16	11	-12	1.6	13
CC(C)(C)NC(=O)C(c1ccccc1F)N(Cc1ccco1)C(=O)c1csnn1 (stereo not given)	0	0	-6	0	1	0.5	-17	-6	6	1.1	30
